Screens (PubChem BioAssay)
VHR inh color: blocks the human dual specificity phosphatase VHR1 | recombinant VHR phosphatase, colorimetric substrate read-out | inhibition, % at 20 µM | actives 0.7% (n = 50,000); in the data active = inhibition above about 60%; note: some results filed as inactive read as strong as hits
Target sequence (P51452 whole entry, looked up): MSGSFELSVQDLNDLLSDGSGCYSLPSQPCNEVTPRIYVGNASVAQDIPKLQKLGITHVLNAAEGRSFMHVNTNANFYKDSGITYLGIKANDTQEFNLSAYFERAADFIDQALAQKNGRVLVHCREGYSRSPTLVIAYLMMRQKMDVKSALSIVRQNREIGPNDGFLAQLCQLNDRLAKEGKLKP
Numbers without * were called inactive. Not all compounds are listed. The share of hits here may be higher or lower than overall.

| SMILES | VHR inh color |
| --- | --- |
| COc1ccc(CC(=O)Nc2ccc(Br)cc2C)cc1OC | -52 |
| Cc1cc2nc(-c3cc(NC(=O)c4ccc(Br)o4)ccc3Cl)oc2cc1C | -15 |
| O=C(Nc1ccc(Br)cc1)c1ccc(Cl)cc1Cl | -20 |
| CC(=O)OC1(C[N+](=O)[O-])C2CC3CC(C2)CC1C3 (centres undefined) | -24 |
| CCOC(=O)c1c(C)oc2ccc(OC(=O)c3ccccc3OC)cc12 | 1 |
| Cc1cccc(NC(=O)CSc2nsc(SCC(=O)Nc3cccc(C)c3)n2)c1 | -12 |
| Cc1ccc(S(=O)(=O)N2CCN(CC3CC4C=CC3C4)CC2)cc1 (centres undefined) | -5 |
| O=C(CC1Sc2ccccc2NC1=O)Nc1ccc(SC(F)(F)F)cc1 (centres undefined) | 2 |
| CC(=O)c1ccc(NC(=O)c2ccc(CN(c3ccc(C)c(C)c3)S(C)(=O)=O)cc2)cc1 | 14 |
| CCOc1ccc(NC(=O)c2c(O)c3ccccc3n(CC(C)C)c2=O)cc1 | -12 |
| CC(C)OC(=O)c1c(-c2ccccc2Cl)csc1N | 25 |
| O=C(Nc1ccc(OC(F)(F)F)cc1)c1cccc(OCc2ccccc2)c1 | -5 |
| CCOC(=O)c1ccc(NC(=O)CN(c2cccc(Br)c2)S(=O)(=O)c2ccccc2)cc1 | -13 |
| CC(C)(C)c1ccc(C(=O)Nc2ccc(NC(=O)COc3ccccc3[N+](=O)[O-])cc2)cc1 | -1 |
| CC(=O)N1CCN(c2ccc(NC(=O)c3cccc([N+](=O)[O-])c3)cc2)CC1 | -16 |
| CCCCNC(=O)n1ccc(C(=O)Nc2ccc(C)cc2C)n1 | -8 |
| O=c1oc2cc(OCc3c(F)cccc3Cl)ccc2cc1-c1ccccn1 | -32 |
| CC(=O)CC1(O)C(=O)N(Cc2ccc3c(c2)OCO3)c2ccccc21 (centres undefined) | 7 |
| CC1=CC(C)(C)N(C(=O)CN2C(=O)C3CCCCC3C2=O)c2cc(C)ccc21 (centres undefined) | -19 |
| CCN(CC)c1ccc(/C=C(\C#N)C(=O)Nc2ccc(OC)cc2)c(OC)c1 | 1 |
| O=C(N/N=C/c1ccccn1)c1cccc([N+](=O)[O-])c1 | -12 |
| CC(=O)c1ccc(-c2ccc(/C=C3/SC(=S)N(c4ccccc4)C3=O)o2)cc1 | 17 |
| O=C(Nc1ccc(I)cc1)c1ccc(CN2CCOCC2)cc1 | -10 |
| Cc1ccc(/C(O)=C2\C(=O)C(=O)N(CCCC(=O)O)C2c2ccc(C)cc2)cc1 (centres undefined) | -10 |
| O=C1NN(c2ccc(I)cc2)C(=O)/C1=C\c1ccccc1O | 25 |
| Cc1cc([N+](=O)[O-])ccc1-c1ccc(C(=O)Nc2ccc(Cl)cn2)o1 | -3 |
| COC(=O)c1ccc(-n2ncnc2-c2ccc(Cl)c([N+](=O)[O-])c2)cc1 | 0 |
| Cc1cc(/C=N/NC(=O)c2cccnc2)c(C)n1-c1ccccc1 | 52 |
| CCOc1ccc(C(=O)Nc2ccc(Cl)c(-c3nc4ccccc4[nH]3)c2)cc1Cl | 14 |
| CCc1ccc(-c2nc3cc(NC(=O)c4ccc([N+](=O)[O-])c(C)c4)ccc3o2)cc1 | -16 |
| CNc1nc2ccc(C)cn2c(=O)c1/C=N/O | -35 |
| CC(OC1=CC(=O)CCC1)C(=O)c1ccccc1 (centres undefined) | -10 |
| O=C(Nc1cccc(Cl)c1)Nc1ccc2c(c1)OCCO2 | -20 |
| COc1cc(/C=C2/SC(=S)N(CC(=O)O)C2=O)ccc1OCc1ccccc1F | -5 |
| COC(=O)CN(c1ccc(OC)cc1)S(C)(=O)=O | -20 |
| COc1ccc(C2CC(C(F)(F)F)n3nc(C(=O)NCc4cccs4)cc3N2)cc1OC (centres undefined) | 8 |
| CCOc1ccc(S(=O)(=O)N(CC(=O)NCC(C)C)c2ccc(C)cc2)cc1 | -19 |
| CCOc1cc(/C=C2\Sc3ccccc3C2=O)ccc1OCc1ccc([N+](=O)[O-])cc1 | -36 |
| Cc1ccc(Cl)cc1NC(=O)CSc1nc2ccccc2[nH]1 | -2 |
| C=CCOc1ccc(/C=C2/C(=O)N(c3ccccc3)N=C2C)cc1OCC | -20 |

2 entries from above, with each value named:
Cc1ccc(Cl)cc1NC(=O)CSc1nc2ccccc2[nH]1
  VHR inh color = -2

CCOc1ccc(C(=O)Nc2ccc(Cl)c(-c3nc4ccccc4[nH]3)c2)cc1Cl
  VHR inh color = 14

Following part:
| SMILES | VHR inh color |
| --- | --- |
| Cc1c(NC(=O)c2cc3nc(-c4ccccc4)cc(C)n3n2)c(=O)n(-c2ccccc2)n1C | 21 |
| O=C1OC(c2ccc(Cl)cc2)=N/C1=C\c1ccccc1[N+](=O)[O-] | -12 |
| O=C(O)c1ccccc1SC1CC(=O)N(c2ccc([N+](=O)[O-])cc2)C1=O (centres undefined) | -11 |
| CCOC(=O)c1ccccc1NC(=O)CSC(N)=O | -15 |
| O=C(CSc1nc2ccccc2s1)c1ccc(Cl)cc1Cl | -2 |
| CC1(C)CC(N2CN(C3CC(C)(C)NC(C)(C)C3)CN(C3CC(C)(C)NC(C)(C)C3)C2)CC(C)(C)N1 | -37 |
| Cc1cccc(N2C(=O)S/C(=C/c3cccc([N+](=O)[O-])c3)C2=O)c1 | -84 |
| CCOC(=O)C1=CS/C(=C2/C(=S)C(C)(C)Nc3cc(C)ccc32)S1 | -11 |
| O=S(=O)(c1ccc(Cl)cc1)N1CCN(Cc2cccc(F)c2)CC1 | 13 |
| CCc1ccccc1NC(=O)c1cc2ccccc2o1 | 5 |
| Cc1c(C(=O)NCC#N)cccc1[N+](=O)[O-] | -10 |
| O=C(Nc1ccc2oc(-c3ccccc3)nc2c1)c1ccncc1 | 1 |
| O=C(NCCCN1CCOCC1)c1ccc(F)cc1 | -54 |
| C=CCN1C(=O)/C(=C\c2ccc(-c3ccc([N+](=O)[O-])cc3C)o2)C(=O)NC1=S | 19 |
| O=C(Cc1ccc(F)cc1F)n1nnc2ccccc21 | -15 |
| CCCC(=O)NC(c1ccc(C)cc1)c1c(OC(C)=O)ccc2ccccc12 (centres undefined) | -10 |
| CC(=O)Oc1ccc(C2C(C(=O)OC(C)C)=C(C)NC3=C2C(=O)CC(C)(C)C3)cc1 (centres undefined) | -2 |
| CC(C)OC(=O)COc1ccc2c(c1)oc(=O)c1ccccc12 | -7 |
| COc1cc2c(cc1[N+](=O)[O-])CCCC2 | -5 |
| O=C(O)C1CCCCC1C(=O)Nc1cccnc1 (centres undefined) | 2 |
| O=c1c2ccccc2nc(-c2ccc([N+](=O)[O-])cc2)n1-c1cccc(Cl)c1 | 0 |
| CCOCCOC(=O)C(C)Sc1n[nH]c(=O)[nH]c1=O (centres undefined) | -4 |
| CSc1ccc(S(=O)(=O)N(CC(=O)Nc2ccc(C(C)=O)cc2)c2ccc(C)cc2)cc1 | -13 |
| Cc1ccccc1C(=O)N/N=C/c1ccc(OCC(=O)N2CCCCC2)cc1 | -14 |
| Brc1ccccc1NCc1ccncc1 | -6 |
| COC(=O)c1ccc(NS(=O)(=O)c2ccc(Cl)cc2)cc1 | -15 |
| COC(=O)c1cc(NC(=O)c2cc(Cl)ccc2[N+](=O)[O-])cc(C(=O)OC)c1 | -28 |
| O=C(N/N=C/c1cccc(Br)c1)C(Oc1ccccc1)Oc1ccccc1 | -7 |
| COCCOC(=O)c1c(C)oc2ccc(OC)cc12 | -14 |
| COC(=O)c1sc(NC(=O)c2sc3cc(C)ccc3c2Cl)c(C#N)c1C | 4 |
| Cc1nc2ccc(NC(=O)c3ccc(S(=O)(=O)N4CCOCC4)cc3)cc2s1 | -18 |
| CC1=NN(C(=S)c2ccccc2)C(C)(O)C1 (centres undefined) | 2 |
| Cc1cc(NC(=O)COc2ccccc2Cl)ccc1NC(=O)c1ccccc1 | -12 |
| Cc1ccc(OCC(=O)n2cnnc2N)cc1 | -14 |
| Nc1nc(-c2ccccc2)cc(N2CCOCC2)n1 | -4 |
| CCOc1ccc(NC(=S)NC(=O)c2ccc(OC)cc2)c([N+](=O)[O-])c1 | -3 |
| Cc1cc(/C=C2/NC(=O)NC2=O)c(C)n1C | 12 |
| COc1ccc(C)cc1NC(=O)COc1ccccc1OC | -34 |
| COc1ccc(C(c2c(O)c3ccccc3oc2=O)c2c(O)c3ccccc3oc2=O)cc1COc1ccccn1 | -13 |
| N#C/C(=C\c1ccc(-c2ccc3c(c2)COC3=O)o1)C(N)=O | 35 |

Some of the entries so far, with each value named.
SMILES: COCCOC(=O)c1c(C)oc2ccc(OC)cc12
  VHR inh color = -14
SMILES: COC(=O)c1sc(NC(=O)c2sc3cc(C)ccc3c2Cl)c(C#N)c1C
  VHR inh color = 4
SMILES: Cc1nc2ccc(NC(=O)c3ccc(S(=O)(=O)N4CCOCC4)cc3)cc2s1
  VHR inh color = -18
SMILES: CC1=NN(C(=S)c2ccccc2)C(C)(O)C1 (centres undefined)
  VHR inh color = 2

(listing goes on)
| SMILES | VHR inh color |
| --- | --- |
| COc1ccccc1-n1c(/C=C\c2ccccc2[N+](=O)[O-])nc2ccccc2c1=O | 93 |
| CC(=O)Nc1ccc(S(=O)(=O)n2nc(C)c(Sc3ccccc3)c2C)cc1 | -90 |
| CCOc1ccccc1NC(=O)C1C(c2ccccc2)C1(Cl)Cl (centres undefined) | -4 |
| CC(=O)Nc1ccccc1NC(=O)c1ccccc1I | 10 |
| CCOc1ccc(NC(=O)C2=C(C)NC(=O)NC2c2ccc(OC)cc2OC)cc1 (centres undefined) | -6 |
| CCOC(=O)CNC(=O)c1ccc(-c2ccccc2)cc1 | -36 |
| COc1cc(Br)cc(C=Nc2ccc(C)cn2)c1O | -13 |
| Cc1ccc2oc(-c3cccc(NC(=O)/C=C/c4ccc(-c5ccccc5[N+](=O)[O-])o4)c3C)nc2c1 | 5 |
| CC(Oc1ccccc1)C(=O)Nc1cccc(C(F)(F)F)c1 (centres undefined) | -4 |
| Cc1ccc(CN2CCN(C3CCCCC3)CC2)cc1 | -2 |
| CCCCSc1nc2ccccc2c(=O)n1Cc1ccccc1 | -4 |
| N#CC1=C(SCC(=O)Nc2ccccc2)NC(=O)C(C#N)C12CCCC2 (centres undefined) | 4 |
| CN1CCN(/N=C/c2ccc(Cl)cc2Cl)CC1 | 0 |
| O=C(c1ccco1)N1CCN(C(c2ccccc2)c2ccccc2)CC1 | -4 |
| COc1cc(NC(=O)/C=C/c2ccc(Cl)cc2)ccc1NC(=O)c1ccco1 | 7 |
| COc1cccc(OC)c1C(=O)Nc1ccc(C(=O)Oc2ccccc2)c(O)c1 | -10 |
| O=c1/c(=C/c2cccc(OCc3ccccc3F)c2)sc2nc3ccccc3n12 | -23 |
| CCOC(=O)c1ccc(N2NC(=O)/C(=C/c3cccc([N+](=O)[O-])c3)C2=O)cc1 | 56 |
| Cc1cc2nc3n(c2cc1C)CCCN3 | -15 |
| O=c1[nH]c(-c2ccc(-c3ccc([N+](=O)[O-])cc3)o2)nc2sc3c(c12)CCCC3 | 76 |
| COc1ccc(S(=O)(=O)NNC(=O)c2cccc(Br)c2)cc1 | -25 |
| Cc1cccc(/C(N)=N/OC(=O)COc2ccc(Cl)cc2)c1 | 23 |
| CCn1c2ccccc2c2cc(CN3CCN(S(=O)(=O)c4ccccc4)CC3)ccc21 | -13 |
| Cc1cc(C)cc(N2C(=O)/C(=C/c3ccc(Oc4ccc([N+](=O)[O-])cn4)cc3)C(=O)NC2=S)c1 | 0 |
| O=C(O)C1C2C=CC(O2)C1C(=O)Nc1nccs1 (centres undefined) | -34 |
| COc1cc2c(cc1NC(=O)COc1ccc(C)cc1Br)oc1ccccc12 | -4 |
| O=C(CC1Sc2ccc(C(F)(F)F)cc2NC1=O)Nc1ccccc1Cl (centres undefined) | -25 |
| Cc1cccc(N2C(=O)c3ccc(C(=O)O)cc3C2=O)n1 | -4 |
| Cc1ccc(S(=O)(=O)N(CC(=O)NC2CCCC2)Cc2ccccc2)cc1 | -12 |
| CCN1C(=O)C(=Cc2ccc(N(CC)CC)cc2)C(=O)N(CC)C1=S | 5 |
| CC(=O)c1ccc(NC(=O)CSCC(=O)Nc2ccc3ccccc3c2)cc1 | 5 |
| NC(=O)CSc1nc2ccccc2n1CCOc1ccc(Cl)cc1 | -35 |
| Cn1c(/C=C/c2ccco2)nc2ccccc21 | 23 |
| COC(=O)c1c(C)oc2cc(Br)c(OCC(=O)c3ccc(OC)cc3)cc12 | 10 |
| COc1cc(CN2CCN(Cc3ccc(OC)c(OC)c3OC)CC2)cc(OC)c1O | 5 |
| Cc1cc(NC(=O)CCc2ccccc2)no1 | -16 |
| Cc1cc(NC(=O)c2ccc(Cl)cc2)ccc1NC(=O)c1ccccc1 | -4 |
| O=C(CN(c1ccc(Cl)cc1Cl)S(=O)(=O)c1ccccc1)NC1CCCC1 | 0 |
| COc1ccccc1CC(=O)NCc1ccccn1 | -3 |
| CCN(CC)C(=O)CSc1nc(O)c(Cc2ccccc2)c(=O)n1-c1ccc(OC)cc1 | 26 |
| C=CCN1C(=O)/C(=C/c2ccc(N(C)C)cc2)SC1=S | -7 |
| O=C(Cc1ccc(Cl)cc1)Nc1ccc(Cl)cn1 | 1 |
| Cc1nc2c(-c3ccccc3)c(C)[nH]n2c(=O)c1Cc1ccccc1 | -13 |
| CCCSc1nnc(NC(=O)c2cccc(Cl)c2)s1 | 0 |
| CN(C)c1ccc(C(O)C(C)(O)c2nc3ccccc3n2C)cc1 (centres undefined) | 5 |
| C/C(=N\Nc1nc(C)cc(=O)[nH]1)c1ccc(C)cc1 | -11 |
| COC(=O)c1c(NC(=O)c2cnccn2)sc2c1CCCCC2 | 12 |
| Cc1ccccc1C(=O)NN1C(=O)/C(=C\c2cccs2)SC1=S | -5 |
| CS(=O)(=O)N1CCN(Cc2ccccc2C(F)(F)F)CC1 | -30 |
| O=C(NC(Nc1ccccc1Cl)C(=O)c1ccccc1)c1ccco1 (centres undefined) | -24 |
| O=C(COc1ccc2ccccc2c1)NCCc1ccccc1 | 3 |
| COc1ccccc1N1CCN(S(=O)(=O)c2ccc3ccccc3c2)CC1 | -17 |
| S=C(NNc1nc2ccccc2s1)NC1CCCCC1 | 6 |
| NC(=O)N/N=C(/c1ccc2c(c1)OCCO2)C1CC1 | -17 |
| CCCNC(=S)N1CC2(C)CN(C(=O)C(=O)OC)CC(C)(C1)C2=O | -39 |
| COc1ccc(/C=C2\C(=O)NN(c3ccccc3)C2=O)c(OC)c1OC | 1 |
